Bioassay records deposited in PubChem BioAssay by The Scripps Research Institute Molecular Screening Center.
SRC1 TRFRET art = TR-FRET artefact, counter-screen to PPARgamma/SRC-1 agonist assay; TR-FRET detection artefact counter-screen, emission ratio; stronger effect = higher value; TR-FRET ratio at 8 µM; actives 0.34% (n = 99,000); AID 1051; in the data active = TR-FRET ratio above about 2300; also: inactives centre near 1800; reference of the scale not given here
SRC3 TRFRET art = flags TR-FRET format artefacts in PPARgamma SRC-3 recruitment agonist screen | TR-FRET ratio at 8 µM | AID 1048 | actives 0.39% (n = 99,000) | TR-FRET artefact counter-screen, PPARgamma/SRC-3 format; stronger effect = higher value; in the data active = TR-FRET ratio above about 2000; also: inactives centre near 1600; reference of the scale not given here
Numbers without * were called inactive. The list is partial (hit frequency here may not be typical).

A first look, 15 compounds:
SMILES | SRC1 TRFRET art | SRC3 TRFRET art
CC1=C(C)CC2(SC1)C(=O)N(c1ccccc1)N=C2N (stereo not drawn) | 2058 | 1505
Cc1cccc(C)c1NC(=O)C(c1ccc([N+](=O)[O-])cc1)N(C)C(=O)c1ccccn1 (stereo not drawn) | 1815 | 1664
O=C(NCCCn1ccnc1)c1ccc(N2CCCCC2)c([N+](=O)[O-])c1 | 2086 | 1542
Cc1cc(C(=O)O)ccc1-n1c(C)cc(C=C2C(=O)c3ccccc3C2=O)c1C | 1727 | 1571
Cc1nnc(N2C(=O)c3oc4ccccc4c(=O)c3C2c2ccco2)s1 (stereo not drawn) | 1818 | 1392
O=C(N/N=C/c1ccccn1)c1[nH]c2ccc([N+](=O)[O-])cc2c1-c1ccccc1 | 1767 | 1532
O=C1/C(=C\c2ccccc2Cl)SC(=S)N1CCC(=O)N1CCCc2ccccc21 | 1860 | 1681
CC(C)CCNC(=O)C(c1ccco1)N(Cc1ccccc1)C(=O)c1snc(C(N)=O)c1N (stereo not drawn) | 1990 | 1393
CCOc1cc(N2CCOCC2)c(OCC)cc1NC(=O)COC(=O)c1cccc2ccccc12 | 1929 | 1588
Cc1cccc(OCCNc2cc(N3CCN(C)CC3)ccc2[N+](=O)[O-])c1 | 1671 | 1644
Cc1ccc2c(Cl)cc(Cl)c(OCC(=O)N(C(C)C)C(C)C)c2n1 | 1945 | 1611
CCC(=O)Nc1ccc(Cl)c(NC(=S)NC(C)=O)c1 | 1709 | 1458
CC(=O)c1cccc(N=c2scc(-c3ccc(S(=O)(=O)N4CCOCC4)cc3)n2CCO)c1 | 1784 | 1449
CCn1ccnc1[C@@H]1C[C@H]2CN(c3ccccc3OC)C(=O)[C@]23CCCN13 | 1721 | 1459
Cn1c(=O)c2c(nc(N3CCNCC3)n2Cc2ccccc2Cl)n(C)c1=O | 1565 | 1543

The listing, repeating the preview:
SMILES | SRC1 TRFRET art | SRC3 TRFRET art
CC1=C(C)CC2(SC1)C(=O)N(c1ccccc1)N=C2N (stereo not drawn) | 2058 | 1505
Cc1cccc(C)c1NC(=O)C(c1ccc([N+](=O)[O-])cc1)N(C)C(=O)c1ccccn1 (stereo not drawn) | 1815 | 1664
O=C(NCCCn1ccnc1)c1ccc(N2CCCCC2)c([N+](=O)[O-])c1 | 2086 | 1542
Cc1cc(C(=O)O)ccc1-n1c(C)cc(C=C2C(=O)c3ccccc3C2=O)c1C | 1727 | 1571
Cc1nnc(N2C(=O)c3oc4ccccc4c(=O)c3C2c2ccco2)s1 (stereo not drawn) | 1818 | 1392
O=C(N/N=C/c1ccccn1)c1[nH]c2ccc([N+](=O)[O-])cc2c1-c1ccccc1 | 1767 | 1532
O=C1/C(=C\c2ccccc2Cl)SC(=S)N1CCC(=O)N1CCCc2ccccc21 | 1860 | 1681
CC(C)CCNC(=O)C(c1ccco1)N(Cc1ccccc1)C(=O)c1snc(C(N)=O)c1N (stereo not drawn) | 1990 | 1393
CCOc1cc(N2CCOCC2)c(OCC)cc1NC(=O)COC(=O)c1cccc2ccccc12 | 1929 | 1588
Cc1cccc(OCCNc2cc(N3CCN(C)CC3)ccc2[N+](=O)[O-])c1 | 1671 | 1644
Cc1ccc2c(Cl)cc(Cl)c(OCC(=O)N(C(C)C)C(C)C)c2n1 | 1945 | 1611
CCC(=O)Nc1ccc(Cl)c(NC(=S)NC(C)=O)c1 | 1709 | 1458
CC(=O)c1cccc(N=c2scc(-c3ccc(S(=O)(=O)N4CCOCC4)cc3)n2CCO)c1 | 1784 | 1449
CCn1ccnc1[C@@H]1C[C@H]2CN(c3ccccc3OC)C(=O)[C@]23CCCN13 | 1721 | 1459
Cn1c(=O)c2c(nc(N3CCNCC3)n2Cc2ccccc2Cl)n(C)c1=O | 1565 | 1543
CCN(CC)C(=O)N1CCN(C(=O)N(CC)CC)CC1 | 1521 | 1468
COCCNC(=O)Cn1cc2c(n1)CCCCC2 | 1710 | 1458
O=C(Nc1cccc(S(=O)(=O)NC2=NCCC2)c1)C1CCC1 | 1697 | 1347
CCOc1ccc(CN(C)CCc2ccccn2)cc1 | 1689 | 1574
COc1cc(/C=N/N2C(=O)c3ccccc3C2=O)ccc1O | 2003 | 1684
CC(C)[C@H]1CC[C@@H](C)C(C(=O)c2ccccc2)C1=O (stereo partly drawn) | 1984 | 1558
Cc1ccc(C2=C/C(=C\c3cccnc3)C(=O)O2)cc1 | 1594 | 1725
NCC(O)CN(c1ccccc1)c1ccccc1 (stereo not drawn) | 2016 | 1522
CC(C)(C)NC(=O)CN(C(=O)CS(=O)CC(=O)Nc1ccc(F)cc1)c1cccc(F)c1 (stereo not drawn) | 1697 | 1698
CCCCNC(=S)N(C)/N=C/c1c(F)cccc1F | 1652 | 1495
CC(NC(=O)/C=C/c1ccco1)c1nc2ccccc2n1Cc1c(Cl)cccc1Cl (stereo not drawn) | 1714 | 1253
Cc1cc(C(=O)OCC(=O)N2CC(C)OC(C)C2)ccc1[N+](=O)[O-] (stereo not drawn) | 1383 | 1467
CCCc1nnc(NC(=O)c2ccc([N+](=O)[O-])cc2)s1 | 1541 | 1520
Cc1nc(SCC(=O)Nc2cccnc2Cl)nc(C)c1C | 1890 | 1722
CCc1nn(C(C)C(=O)NCCc2ccc(OC)c(OC)c2)c(=O)c2cc3occc3n12 (stereo not drawn) | 1628 | 1478
CCCCn1c(C)cc(/C=C(\C#N)C(=O)O)c1C | 1791 | 1775
CC(C)COc1cccc(C(=O)NC(=S)Nc2cccc(NC(=O)c3ccccc3Cl)c2)c1 | 1698 | 1678
CSc1n[nH]c(/N=C/c2oc(O)c3ccccc23)n1 | 1900 | 1582
O=C(Nc1ccc(Cc2ccc(NC(=O)C3CC3)cc2)cc1)C1CC1 | 1813 | 1771
CCCOC(=O)c1ccc(Cl)c(NC(=O)c2cccnc2)c1 | 1509 | 1517
Cc1ccc(N2C(=O)CS(=O)(=O)CC2=O)cc1 | 1692 | 1498
O=C(NCCF)[C@H]1C[C@@H]1[C@H](NP(=O)(c1ccccc1)c1ccccc1)c1ccccc1 | 1746 | 1636
CCCCOc1ccc(NC(=O)C(=O)NCCCn2ccnc2)cc1 | 1757 | 1568
CCOC(=O)C1(c2nc(N)cs2)COC(=O)C1 (stereo not drawn) | 1776 | 1515
CC1CC1c1ccc(/C=C(\C#N)C(=O)Nc2ccccc2Cl)o1 (stereo not drawn) | 1822 | 1582
O=C(Cc1ccc2c(c1)OCCO2)N1CCN(S(=O)(=O)c2cccs2)CC1 | 1632 | 1242
N#C/C(=C(/O)CCl)c1nc2ccccc2[nH]1 | 1826 | 1445
Cc1ccc(C(=O)NCc2ccccn2)o1 | 1773 | 1806
O=C(COC(=O)c1ccccc1Br)Nc1ccccc1F | 2109 | 1513
O=C(O)c1cnc(-c2ccccc2)nc1C(F)(F)F | 1607 | 1531
O=C(CN1C(=O)CCC1=O)Nc1ccc(Cc2ccc(NC(=O)CN3C(=O)CCC3=O)cc2)cc1 | 1702 | 1429
Cc1nc2ccccc2c(=O)n1NC(=O)c1cncc(Br)c1 | 1732 | 1451
Cc1cccc(C)c1NC(=O)CSc1nnc(-c2cccnc2)o1 | 2010 | 1436
CC(C(=O)NN=C(c1ccccc1)c1ccccc1)N1CCOCC1 (stereo not drawn) | 1772 | 1667
CCOc1ccc(CC2S/C(=N/N=C/c3ccco3)NC2=O)cc1 (stereo not drawn) | 1850 | 1683
Cn1c(SCc2ccccn2)nnc1-c1cnccn1 | 1932 | 1598
CCOc1ccc(-n2c(C)cc(/C=N/N(C)C)c2C)cc1 | 1915 | 1619
Cc1ccc(NC(=S)NCCc2ccc(S(N)(=O)=O)cc2)cc1C | 1734 | 1898
CC(C)C(=O)N1CCN(c2cc(N3CCN(C)CC3)c(F)cc2[N+](=O)[O-])CC1 | 1865 | 1611
Cc1ccc(CS(=O)(=O)CCC(=O)O)cc1 | 1646 | 1543
NC(=S)N/N=C/c1ccc(C(F)(F)F)cc1 | 1788 | 1758
Cc1ccc(C(=O)NCC(=O)N/N=C/c2cccs2)cc1[N+](=O)[O-] | 1755 | 1680
O=c1[nH]c2ccc(N=Cc3c(O)ccc4cc(Br)ccc34)cc2[nH]1 | 1904 | 1697
NS(=O)(=O)c1ccc(NC(=O)COC(=O)C2(c3ccc(F)cc3)CCCC2)cc1 | 1647 | 1613
Cc1cc(C)c2nc(NNC(=O)c3ccc(S(=O)(=O)N4CC(C)CC(C)C4)cc3)sc2c1 (stereo not drawn) | 1706 | 1684
New compounds follow
SMILES | SRC1 TRFRET art | SRC3 TRFRET art
COc1ccc(NC(=O)/C=C/c2ccco2)cn1 | 1986 | 1608
COc1ccc([N+](=O)[O-])cc1NC(=O)Cn1ccsc1=N | 1605 | 1347
CC(/C=N/N1CCN(c2ccc(C)cc2)CC1)=C\c1ccccc1 | 1776 | 1503
COc1ccc(-c2cc(=O)n(CCC#N)[nH]2)cc1 | 1778 | 1663
Cc1cc(CNC(=O)Cc2ccc(F)cc2)c2ccccc2n1 | 1462 | 1580
Cc1ccc(/C=C/C(=O)Nc2cc(S(N)(=O)=O)ccc2O)cc1 | 1700 | 1521
O=C(NCc1ccc(Cl)cc1Cl)C1CCN(S(=O)(=O)c2ccc3c(c2)OCCCO3)CC1 | 1445 | 1348
COc1ccc(CCN2CN(S(=O)(=O)c3ccccc3)c3nc4ccccc4nc32)cc1 | 1855 | 1552
O=C(NC(=S)Nc1c(Cl)ccc2nsnc12)c1ccco1 | 1933 | 1772
CC(=O)Nc1ccccc1NC(=O)c1cc(C)ccc1C | 1690 | 1393
COc1cccc(C2C(C(=O)c3ccco3)=C(O)C(=O)N2CCN(C)C)c1OC (stereo not drawn) | 1861 | 1530
Cn1c(SCC(=O)N/N=C/c2ccco2)nc2ccccc21 | 1686 | 1551
O=C(NC1CCCc2ccccc21)c1ccc(S(=O)(=O)N2CCOCC2)cc1 (stereo not drawn) | 1622 | 1439
O=C(NC(Cc1ccccc1)C(=O)O)/C(=C\c1ccco1)NC(=O)c1ccco1 (stereo not drawn) | 1873 | 1409
Cc1cc(C)c(C(=O)/C=C/c2ccco2)c(=O)[nH]1 | 1609 | 1249
CN(C)S(=O)(=O)c1cccc2c1C(=O)c1ccccc1C2=O | 1823 | 1579
Cc1ccc2c(c1)N(C(C)C(=O)NCc1cccs1)C(=O)CO2 (stereo not drawn) | 1942 | 1724
CCOC(=O)C1(Cc2ccccc2)CCN(Cc2cnc(N3CCOCC3)s2)CC1 | 1439 | 1623
Cc1cc(C(F)(F)F)n(-c2nc(C(=O)Nc3cccnc3)cs2)n1 | 1572 | 1542
COC(C(=O)Nc1ccc(Br)cc1F)c1ccccc1 (stereo not drawn) | 1691 | 1722
CCn1c(O)c(N=NC(=O)Cn2ccc(C(F)(F)F)n2)c2ccccc21 | 2000 | 1789
COC(=O)[C@@H]1CCCN1Cc1nc(Cc2ccc(OC)c(OC)c2)no1 | 1473 | 1635
O=C(N/N=C/C(Br)=C/c1ccccc1)NC1CCCCC1 | 1911 | 1424
Cn1c(=O)c([N+](=O)[O-])c(-n2ccnc2)c2ccccc21 | 1904 | 1580
COCCn1c(=NC(=O)c2ccccc2[N+](=O)[O-])sc2cc(S(C)(=O)=O)ccc21 | 1549 | 1411
O=S1(=O)N=C(N(Cc2cccs2)c2ccc(O)cc2)c2ccccc21 | 1760 | 1724
Cc1ccc(C#N)c(SCc2nnc(-c3ccc(Cl)cc3)o2)n1 | 1626 | 1404
Cc1ccc(N2CC(C(=O)Nc3ccc(C)c(S(=O)(=O)N(C)C)c3)CC2=O)cc1 (stereo not drawn) | 1654 | 1657
CCOC(=O)Cn1nc(C)c(NC(=O)COc2ccccc2[N+](=O)[O-])c1C | 1531 | 1459
N#Cc1ccc(/C=N/NC(=O)CCc2ccc(S(=O)(=O)N3CCOCC3)cc2)cc1 | 1601 | 1548
ClCc1csc(-c2ccc(Cl)cc2)n1 | 1839 | 1761
CSc1ccccc1NC(=O)C1C2CCC(C2)C1C(=O)O (stereo not drawn) | 1707 | 1414
Clc1cccc(CN2COc3c(cc(Cl)c4cccnc34)C2)c1 | 1691 | 1468
O=C(Nc1nnc(-c2ccc(Cl)cc2)o1)C1=COCCO1 | 1840 | 1604
CCC(=O)NCCNc1nc2cc(C)cc(C)c2cc1C#N | 1716 | 1617
O=C(NNc1nc2ccc(F)cc2s1)c1cccc(F)c1 | 1777 | 1662
CCOP(=O)(OCC)c1nc(-c2ccc(C)cc2)oc1NCc1ccccc1 | 1784 | 1532
CC(=O)c1cccc(NC(=O)N2CCCC2C(=O)NCc2ccc3c(c2)OCO3)c1 (stereo not drawn) | 1920 | 1745
COc1ccc(OCCC(=O)OCC(=O)Nc2ccc(S(=O)(=O)N3CCOCC3)cc2)cc1 | 1765 | 1674
Cc1ccc(-n2nnnc2SCC#N)cc1 | 1862 | 1606
COc1ccccc1NC(=O)CCC(=O)OCc1cccc([N+](=O)[O-])c1 | 1794 | 1408
Cc1ccsc1C(=O)C1CCCN(Cc2cn(C)nc2-c2ccccc2)C1 (stereo not drawn) | 1501 | 1439
O=C(N/N=C/c1cc(Br)cc(Br)c1O)c1cccc(N2CCCC2=O)c1 | 1830 | 1788
O=C(Cn1ccc([N+](=O)[O-])n1)NCc1cccnc1 | 1602 | 1700
O=C(NCc1ccco1)c1cc(=O)c2ccccc2o1 | 1494 | 1491
Cc1cc(C)n2cc(CSCc3ccccc3)nc2n1 | 1860 | 1579
Cc1c(Br)c([N+](=O)[O-])nn1CC(=O)Nc1ccc(C(N)=O)cc1 | 1751 | 1724
CN(C)C(=O)c1nc2ccc(Cl)cn2c1CN1CCCC(OCc2cccnc2)C1 (stereo not drawn) | 1606 | 1639
O=C(COC(=O)c1ccccc1Br)Nc1ccc(F)cc1 | 2036 | 1509
CCc1cccc(OCC(=O)Nc2c[nH]c(=O)[nH]c2=O)c1 | 1896 | 1443
Cc1ccc(-c2cc(C(=O)N3CCN(c4ncccn4)CC3)c3cc(Br)ccc3n2)o1 | 2080 | 1890
COc1ccc(NC(=O)c2cc(S(=O)(=O)N3CCOCC3)cs2)cc1 | 1769 | 1754
CCC(C)(C(=O)NC1CCCCC1)N(Cc1cccs1)C(=O)c1ccc(=O)[nH]c1 (stereo not drawn) | 1709 | 1523
